CHOP UPR activ: activators of apoptotic arm of unfolded protein response (CHOP). CHO-CHOP luciferase reporter, UPR activation, luminescence; percent of tunicamycin response over DMSO baseline. activation, % at 10 µM. 330,000 tested, 0.34% active;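 active means at 10 µM dose, activation of 40% or more, normalized to positive control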;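 further: 100% = tunicamycin at 10 µg/mL and 0% = DMSO alone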
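assay system = CHO CHOP reporter cells | amount = 500 CHO-CHOP cells per well | buffer or medium = F12 with 10% FBS | incubation = 16-18 h cell attachment, then 6 h compound exposure, 37 °C | detection = luminescence read with Steady-Glo | read-out = percent activation relative to tunicamycin control | controls = tunicamycin high control, DMSO low control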
697 NFkB inh: inhibitors of the PMA/ionomycin-induced NF-kB reporter in 697 B cells; 697 B-cell NF-kB luciferase reporter, 16 h; inhibition, % at 4 µM; 330,000 tested, 0.33% active; AID 435022; in the data active means inhibition above about 35%
Jurkat NFkB inh: inhibitors of the PMA/ionomycin-induced NF-kB reporter in Jurkat cells | PMA/ionomycin-induced NF-kB luciferase reporter, luminescence | inhibition, % at 4 µM | 330,000 tested, 0.53% active | AID 435003; in the data active means inhibition above about 50%
Mdm2-MdmX inh: disrupts the human Mdm2-MdmX interaction; O15151+Q00987; SaOS-2 split-luciferase Mdm2/MdmX complementation, luminescence; inhibition, % at 8 µM; 330,000 tested, 3% active;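 active means inhibition of at least 50% at 8 µM in the primary screen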
EBI2 block: EBI2 (human) antagonism. AID 651636. EBI2 beta-arrestin recruitment, luminescence, 7a,25-OHC stimulated. P32249. inhibition, % at 5 µM. 360,000 tested, 0.81% active; in the data active means inhibition above about 38%;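 further: enzyme fragment complementation signal reports receptor beta-arrestin coupling in cells; 0% = agonist plus DMSO wells and 100% = wells without agonist; some results beyond the cut were filed as inactive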
Target sequence (P32249 whole entry, looked up, the tested form may be a part): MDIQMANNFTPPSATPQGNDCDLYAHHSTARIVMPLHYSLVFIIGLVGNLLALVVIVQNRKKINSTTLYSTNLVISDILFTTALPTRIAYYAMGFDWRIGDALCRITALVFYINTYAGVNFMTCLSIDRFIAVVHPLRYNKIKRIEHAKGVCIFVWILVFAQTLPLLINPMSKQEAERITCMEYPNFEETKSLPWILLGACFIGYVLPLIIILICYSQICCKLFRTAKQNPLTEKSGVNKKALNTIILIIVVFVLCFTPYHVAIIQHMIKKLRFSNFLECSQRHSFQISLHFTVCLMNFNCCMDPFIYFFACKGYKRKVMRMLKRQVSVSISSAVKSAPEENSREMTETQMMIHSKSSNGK
Gli-Sufu block: Gli-Sufu pathway antagonism. Sufu-KO-LIGHT fibroblasts, Gli luciferase reporter luminescence. inhibition, % at 5 µM. 340,000 tested, 0.74% active;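 active means inhibition above about 55%, limit read from the data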;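 further: 0% = DMSO-treated cells and 100% = wells with medium but no cells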
CCR6 antagonist: antagonists of human CCR6 receptor; P51684; CHO-K1 CCR6 PathHunter beta-arrestin, luminescence, CCL20-stimulated; inhibition, % at 20 µM; 340,000 tested, 0.49% active; AID 493098;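 active means compounds whose inhibition of the agonist-driven luminescence signal at 20 µM reaches about 50%, limit read from the data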;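 further: cells stimulated with CCL20 at 14 nM final; plate controls were DMSO with CCL20 for no effect and DMSO without agonist for full effect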
UPR XBP1 act: activators of adaptive arm of unfolded protein response (XBP1); CHO-XBP1 luciferase reporter, IRE1-XBP1 UPR activation, luminescence; percent of tunicamycin response, DMSO as zero; 330,000 tested, 0.33% active; activation, % at 20 µM;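 active means versus positive control, 20 µM dose yields 30% or more activation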;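 further: 100% = tunicamycin at 10 µg/mL and 0% = DMSO only wells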
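Material: CHO cell line with stable XBP1 luciferase reporter; buffer or medium: F12 medium containing 10% fetal bovine serum; compound: single point, 20 µM final compound, 1% DMSO; incubation: 6 h treatment, 37 °C; measured by: glow luminescence from Steady-Glo reagent; evaluation: activation, % of tunicamycin; control set: tunicamycin high, DMSO low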
CXCR6 inh: inhibitors of human CXCR6 receptor | CHO-K1 PathHunter CXCR6 beta-arrestin, luminescence | inhibition, % at 20 µM | 360,000 tested, 0.36% active | AID 602244; in the data active means inhibition above about 34%, passing the limit was not always enough;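 further: antagonist mode with CXCL16 agonist at 10 nM final; 0% = 10 nM CXCL16 with DMSO and 100% = unstimulated wells without agonist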
Target sequence (O00574 whole entry, looked up): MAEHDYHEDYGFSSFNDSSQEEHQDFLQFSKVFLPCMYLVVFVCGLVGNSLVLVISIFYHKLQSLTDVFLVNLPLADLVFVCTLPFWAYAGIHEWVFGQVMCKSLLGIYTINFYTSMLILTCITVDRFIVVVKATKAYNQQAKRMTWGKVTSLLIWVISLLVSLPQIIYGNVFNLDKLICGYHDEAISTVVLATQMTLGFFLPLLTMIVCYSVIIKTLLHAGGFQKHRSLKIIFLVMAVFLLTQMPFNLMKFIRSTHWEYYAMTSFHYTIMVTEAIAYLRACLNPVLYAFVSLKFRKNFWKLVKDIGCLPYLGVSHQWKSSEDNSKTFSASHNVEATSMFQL
Active calls of the source: *; x = no result given.

Preview:
SMILES	CHOP UPR activ	697 NFkB inh	Jurkat NFkB inh	Mdm2-MdmX inh	EBI2 block	Gli-Sufu block	CCR6 antagonist	UPR XBP1 act	CXCR6 inh
CC1(C)OC(=O)C=C[C@]2(C)[C@H]3CC[C@@]4(C)[C@H](C(=O)O)OC(=O)[C@H]5O[C@]54[C@]3(C)C(=O)C[C@@H]12	-0.5	-1	-7	-16	3	2	-5	0	-6
CN(C)c1ccc(NC(=O)CN2CCC(C(=O)c3ccc(F)cc3)CC2)cc1	-1.0	18	5	-42	-10	0	7	-2	-1

All compounds of this part, previewed entries included:
SMILES	CHOP UPR activ	697 NFkB inh	Jurkat NFkB inh	Mdm2-MdmX inh	EBI2 block	Gli-Sufu block	CCR6 antagonist	UPR XBP1 act	CXCR6 inh
CC1(C)OC(=O)C=C[C@]2(C)[C@H]3CC[C@@]4(C)[C@H](C(=O)O)OC(=O)[C@H]5O[C@]54[C@]3(C)C(=O)C[C@@H]12	-0.5	-1	-7	-16	3	2	-5	0	-6
CN(C)c1ccc(NC(=O)CN2CCC(C(=O)c3ccc(F)cc3)CC2)cc1	-1.0	18	5	-42	-10	0	7	-2	-1
O=C(Cc1ccccc1)Nc1ccccc1N1CCCC1	2.1	14	3	22	6	11	8	-1	4
COc1ccccc1-c1oc2ccccc2c1C#CCCO	3.6	-9	-3	4	-6	8	3	2	0
CC(OC(=O)c1cccnc1)C(=O)NCc1ccc2c(c1)OCO2 (stereo not drawn)	1.9	10	6	9	4	2	-10	-3	-6
Cn1c(=O)c(C(=O)CN2CCCCCC2)c(N)n(Cc2ccccc2)c1=O	-1.3	1	2	-6	-3	-1	14	-2	0
COc1cccc(C=NNC(=O)CCCC(=O)NN=Cc2cccc(OC)c2)c1	x	x	x	x	3	2	9	x	-4
O=C(CN(Cc1ccccc1)C(=O)c1csnn1)NCCc1ccccc1	0.2	7	-5	8	6	12	-5	-5	2
Cc1ccc(C=Nc2cc([N+](=O)[O-])ccc2C)s1	2.6	4	16	-33	-4	-8	-2	0	1
COc1ccc(-c2nc(C#N)c(NCCc3ccccc3)o2)cc1OC	5.1	-46	-52	-32	23	-14	19	1	15
O=C(Nc1cc(Br)ccc1O)c1cc(-c2ccco2)on1	x	x	x	x	3	-19	11	x	4
O=C1c2cccc([N+](=O)[O-])c2C(=O)N1c1ccccc1	1.7	11	0	4	3	-8	11	-2	-3
CC1CC(C)CN(CCCNS(=O)(=O)c2ccc3c(c2)CCN3C(=O)C2CC2)C1 (stereo not drawn)	0.5	-12	-17	6	-3	30	-2	-3	-4
CCOc1ccc(NC(=O)CN(C)C(=O)CN2C(=O)c3ccc([N+](=O)[O-])cc3C2=O)cc1OCC	-0.1	24	15	11	-11	-8	1	-2	3
COc1ccc(Nc2nc(-c3ccc(OC)cc3)c(CCC(=O)O)s2)cc1	0.1	20	0	-15	20	0	10	-5	2
Cc1ccccc1NC(=O)Cc1nc(-c2ccc3ccccc3c2)cs1	-0.9	-1	-9	-2	10	1	11	-6	-4
COc1ccc(N2CCOCC2)c(NC(=O)c2ccc(Br)o2)c1	2.0	-22	-4	43	4	-2	20	-4	12
N#CC1=C(SCc2ccccc2)NC(=O)CC1c1ccc(O)cc1 (stereo not drawn)	0.3	9	2	-6	1	-1	-12	-2	0
COc1cccc(CC(NC(C)=O)C(=O)NC2CCN(C(=O)NCc3ccccc3)CC2)c1 (stereo not drawn)	0.9	15	18	-17	-8	5	9	-1	8
Cc1cc2cc(C)c3nnc(SCC(=O)Nc4ccc(S(=O)(=O)N5CCCCC5C)cc4)n3c2cc1C (stereo not drawn)	3.0	-2	11	11	-8	10	10	-4	-2
CCOC(=O)c1cnc(SC)nc1Oc1cccc(NC(=O)c2cccc(Cl)c2Cl)c1	2.5	14	-1	20	7	2	9	-5	-1
Cc1cc(OCC(=O)NC(C)C)cc(C)c1Cl	0.1	-28	-1	4	-6	4	-3	-1	4
CCCCn1c(N)c(N(CC(C)C)C(=O)CCCSc2nncs2)c(=O)[nH]c1=O	-1.3	15	-5	-16	-8	1	1	1	1
CCCCn1nc(CC(=O)NCCN(CC)CC)c2ccccc2c1=O	-0.3	2	11	-2	6	11	3	-3	2
Cn1c(=N)c(S(=O)(=O)c2ccccc2)cc2c(=O)n3ccccc3nc21	0.4	-3	4	22	-2	15	10	1	0
COc1ccccc1C(=O)Nc1ccnn1C1CCN(C(=O)C(C)(C)C)CC1	1.2	-4	2	-2	-9	-1	5	-2	0
Cc1nc(-c2ccccn2)sc1C(=O)Nc1ccc(F)cc1F	3.7	-55	-42	-18	-7	-57	15	6	-6
O=C(Nc1ccccc1)c1ccc(CSc2ncccn2)cc1	-0.6	9	-107	-105	8	12	19	-1	0
COc1ccc(C2CC(c3cccs3)=NN2C(=O)CSc2nc3ccccc3o2)cc1 (stereo not drawn)	-1.9	-29	-16	25	24	4	-4	0	15
N=c1n(Cc2ccccc2)c2ccccc2n1Cc1ccccc1	-0.9	-47	-13	44	-1	46	14	0	-6
COc1nn(CC(=O)N2N=C(C)CC2(O)C(F)F)cc1[N+](=O)[O-] (stereo not drawn)	0.2	3	-3	5	7	3	5	-1	-5
CCC(C)NC(=O)c1ccccc1NC(=O)C1COc2ccccc2O1 (stereo not drawn)	-1.8	-12	-8	16	-11	7	7	-2	0
Cc1cc(C)cc(NS(=O)(=O)c2cc3[nH]c(=O)c(=O)[nH]c3cc2C)c1	0.2	-9	7	-18	-3	-3	6	0	3
CCCCNC(=O)CCn1nc(-c2ccc(Cl)cc2)c2ccccc2c1=O	0.5	6	8	31	5	2	23	0	12
CNS(=O)(=O)c1cccc(C(=O)NCC(c2cccs2)N(C)C)c1 (stereo not drawn)	0.4	19	12	9	1	10	11	-1	1
COC(=O)c1cn(C(=O)c2ccc(C)cc2C)c2ccccc12	0.1	-61	43	61*	-10	-4	25	-2	8
COC(=O)c1ccc(OCC(=O)N2CCCc3ccccc32)cc1	1.6	13	18	9	1	-11	13	-1	-3
CCCC(c1nnnn1Cc1ccc(OC)cc1)N1CCN(c2ccccc2)CC1 (stereo not drawn)	x	x	x	x	16	-1	13	x	2
O=C(CCNS(=O)(=O)c1ccccc1)NNC(=O)c1cccc(Cl)c1	1.2	13	-3	-7	-14	-3	3	0	-5
CCC(C)c1ccccc1NC(=O)c1cc(C)no1 (stereo not drawn)	0.9	-10	1	-18	-7	-5	9	-2	5

Some values from the results shown:
COc1nn(CC(=O)N2N=C(C)CC2(O)C(F)F)cc1[N+](=O)[O-] (stereo not drawn) | Gli-Sufu block: 3
O=C(Nc1cc(Br)ccc1O)c1cc(-c2ccco2)on1 | CCR6 antagonist: 11

Laid out differently: results already given
Order of results – CHOP UPR activ, 697 NFkB inh, Jurkat NFkB inh, Mdm2-MdmX inh, EBI2 block, Gli-Sufu block, CCR6 antagonist, UPR XBP1 act, CXCR6 inh
CN(C)c1ccc(NC(=O)CN2CCC(C(=O)c3ccc(F)cc3)CC2)cc1
  -1.0, 18, 5, -42, -10, 0, 7, -2, -1
COc1nn(CC(=O)N2N=C(C)CC2(O)C(F)F)cc1[N+](=O)[O-] (stereo not drawn)
  0.2, 3, -3, 5, 7, 3, 5, -1, -5
Cc1nc(-c2ccccn2)sc1C(=O)Nc1ccc(F)cc1F
  3.7, -55, -42, -18, -7, -57, 15, 6, -6
N#CC1=C(SCc2ccccc2)NC(=O)CC1c1ccc(O)cc1 (stereo not drawn)
  0.3, 9, 2, -6, 1, -1, -12, -2, 0
CCC(C)NC(=O)c1ccccc1NC(=O)C1COc2ccccc2O1 (stereo not drawn)
  -1.8, -12, -8, 16, -11, 7, 7, -2, 0

(cont.)
SMILES	CHOP UPR activ	697 NFkB inh	Jurkat NFkB inh	Mdm2-MdmX inh	EBI2 block	Gli-Sufu block	CCR6 antagonist	UPR XBP1 act	CXCR6 inh
Cc1sc2ncnc(N3CCC(C(=O)Nc4ccc(OC(F)F)c(Cl)c4)CC3)c2c1C	0.9	-7	-14	27	3	5	11	1	-14
COc1ccc(C(=O)N2CCSC2=S)cc1OC	-0.4	5	-1	-14	-6	7	9	-2	-2
Cc1cc(C)nc(NS(=O)(=O)c2ccc(NC(=O)CCN3C(=O)c4ccccc4C3=O)cc2)n1	-1.5	-2	3	-1	-19	18	19	-1	0
COc1cccc(CNc2ccc3c(c2)ncn3C)c1OC	3.2	-25	-14	13	-12	1	0	2	2
COc1cc(/C=C/C(=O)OCC(=O)Nc2cccc(F)c2)ccc1O	-1.6	-22	9	22	6	-2	7	0	-2
CCOC(=O)c1ccc(NC(=S)NNC(=O)C2(C)CC2(Cl)Cl)cc1 (stereo not drawn)	-1.8	-21	-3	14	10	8	38	-5	20
Cn1cc(CNCc2ccccc2OCC(O)CN2CCc3ccccc3C2)cn1 (stereo not drawn)	6.7	9	1	5	-17	55*	5	-1	-12
Cc1cc(C(=O)N2CCN(Cc3ccccc3)CC2)on1	-0.3	12	6	0	2	-3	-7	2	12
Cc1ccc(N2CC(C(=O)Nc3nccs3)CC2=O)cc1Cl (stereo not drawn)	-0.9	12	14	84*	8	-100	-15	-4	6
Cc1ccccc1C(=O)NC1CCCN(Cc2ccccc2F)C1 (stereo not drawn)	-1.1	-3	18	3	5	2	24	1	7
CSc1ccc(C(=O)C2CCCN(Cc3ccc(N4CCNC4=O)cc3)C2)cc1 (stereo not drawn)	0.3	-1	11	27	-2	18	6	1	2
Nc1cc(S(=O)(=O)Nc2ccc(Br)cc2)ccc1Cl	-0.6	5	6	5	3	5	11	-1	4
Cc1ccc(S(=O)(=O)Oc2ccccc2/C=N/Nc2ccc(C(=O)O)cc2)cc1	1.9	0	1	-2	2	-4	11	-1	-4
Cc1ccc(NC(=O)C2CCCN(S(=O)(=O)c3c(C)noc3C)C2)c(C)c1 (stereo not drawn)	0.4	-17	6	-1	-6	-10	-6	-2	-12
COc1ccccc1-n1c(=O)c(C#N)c(-c2ccc([N+](=O)[O-])cc2)c2cc(C(=O)c3cc(F)ccc3O)cnc21	1.5	3	0	13	-11	24	-8	-4	-1
CCOC(=O)N1CCN(Cc2nc3cc(NC(=O)CC(C)C)ccc3n2C)CC1	1.8	3	-6	-4	4	5	2	-1	-2
O=C1C=C(c2cccs2)CC(c2cccs2)C1n1cnc([N+](=O)[O-])c1 (stereo not drawn)	-0.8	6	-11	-8	1	15	-8	-4	-3

Compound activity from PubChem BioAssay.
